Assay outcomes deposited in PubChem BioAssay by several laboratories.
OX1R antag-1: antagonists of human orexin 1 receptor (OX1R). O43613. OX1R-expressing cells, FRET antagonist read-out. inhibition, % at 6.6 µM. actives 1.8% (n = 330,000). AID 485270; in the data active = inhibition mostly above about 38%, no sharp cut-off; inactive = mostly below about 40%;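 note: 0% = agonist challenge alone and 100% = reference antagonist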
Target sequence (O43613 whole entry, looked up): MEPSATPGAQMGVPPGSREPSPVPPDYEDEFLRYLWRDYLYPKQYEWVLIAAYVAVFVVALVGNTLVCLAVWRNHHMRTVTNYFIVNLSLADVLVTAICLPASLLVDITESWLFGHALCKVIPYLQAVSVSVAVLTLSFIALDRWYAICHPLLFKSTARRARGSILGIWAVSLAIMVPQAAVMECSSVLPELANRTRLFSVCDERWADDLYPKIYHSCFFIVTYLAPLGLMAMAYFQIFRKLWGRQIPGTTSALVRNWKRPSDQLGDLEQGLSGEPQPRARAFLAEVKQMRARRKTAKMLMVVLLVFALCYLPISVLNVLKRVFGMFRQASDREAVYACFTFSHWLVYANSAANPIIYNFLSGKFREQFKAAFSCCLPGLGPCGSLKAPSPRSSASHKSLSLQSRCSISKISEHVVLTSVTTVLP
CHT allo act: allosteric activators of human choline transporter CHT; CHT-expressing cells, membrane potential dye, choline EC20; stronger effect = higher value; LV-AA mutant CHT in HEK293 cells; Q9GZV3; B-score at 10 µM; actives 0.49% (n = 310,000); AID 488977;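 active = initial fluorescence not abnormally high and integrated response B-score, plate-corrected, over 3 SD above library mean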
Target sequence (Q9GZV3 whole entry, looked up): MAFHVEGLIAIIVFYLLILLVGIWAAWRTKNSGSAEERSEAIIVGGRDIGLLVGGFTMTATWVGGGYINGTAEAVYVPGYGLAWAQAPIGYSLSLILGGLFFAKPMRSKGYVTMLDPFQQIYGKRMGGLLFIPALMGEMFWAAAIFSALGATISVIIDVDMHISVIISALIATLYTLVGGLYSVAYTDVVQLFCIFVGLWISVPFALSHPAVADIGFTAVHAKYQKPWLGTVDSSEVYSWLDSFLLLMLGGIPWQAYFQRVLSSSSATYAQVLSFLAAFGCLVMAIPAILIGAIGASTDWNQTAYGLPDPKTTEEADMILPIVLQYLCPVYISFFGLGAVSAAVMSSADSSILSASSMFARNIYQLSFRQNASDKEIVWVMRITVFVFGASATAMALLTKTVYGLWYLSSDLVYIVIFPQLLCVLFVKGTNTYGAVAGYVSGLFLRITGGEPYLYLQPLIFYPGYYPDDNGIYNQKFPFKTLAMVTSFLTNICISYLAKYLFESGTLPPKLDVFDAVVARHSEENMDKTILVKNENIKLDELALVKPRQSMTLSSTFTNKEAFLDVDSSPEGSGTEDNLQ
OX1R antag-2: blocks the human orexin 1 receptor. O43613. AID 434989. inhibition, % at 5 µM. actives 0.43% (n = 330,000). CHO/OX1R cells, Fluo-8 calcium fluorescence, orexin A;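 active = inhibition above its plate's threshold, mean inhibition of all tested compounds on the plate plus 3 SD, cut at about 37% in these data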;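 note: 0% = orexin A challenge wells and 100% = SB-334867-A antagonist wells; not every result past the cut was called active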
* marks the source's active call; other numbers are inactive results; i = inactive; . = not tested or not shown.

Order of results – OX1R antag-1, CHT allo act, OX1R antag-2
C/C(=N/NC(=O)CNC(=O)CCc1ccccc1)c1ccc(Cl)c(Cl)c1
 : 8, i, -28
O=c1c(C(c2ccccc2)c2c(O)nc3n(c2=O)CCS3)c(O)nc2n1CCS2
 : 3, i, 5
Cc1ccc(-n2c(SCC(=O)N3CCOCC3)nnc2-c2ccncc2)cc1
 : -3, i, 1
Cc1cc(OCC(=O)Nc2ccc3c(c2)OCCO3)ccc1Cl
 : 5, i, -1
Cc1ccnc(-n2c(CCN3C(=O)c4ccccc4C3=O)nc3ccccc3c2=O)c1
 : 17, i, -43
O=S(=O)(c1ccc2c(c1)CCCC2)N1CCNCC1
 : 5, ., 6
N#Cc1c(-c2ccccc2Cl)noc1/C=C/Nc1ccc(C(=O)O)cc1
 : 0, i, -1
COc1ccc(CNC(=O)CN2C(=O)NC(C)(c3cccc(Br)c3)C2=O)cc1 (stereo unspecified)
 : -4, i, -13
CNS(=O)(=O)c1ccc(Cl)nc1
 : 11, i, -5
CCCCN(Cc1ccco1)C(=O)Cn1ncc2c(=O)oc3ccc(C)cc3c21
 : 2, i, -19
CC(C)CNS(=O)(=O)c1ccc(S(=O)(=O)N2CCC3(CC2)OCCO3)cc1
 : 15, i, -17
COc1ccc(-n2c(N)c(C(=O)NCC3CCCO3)c3nc4ccccc4nc32)c(OC)c1 (stereo unspecified)
 : 15, i, -12
Cc1ccccc1-n1ncc2c1CC(C)(C)CC2NC(=O)CCN1CCCCC1=O (stereo unspecified)
 : 3, i, -13
O=C(COC(=O)C1CCN(C(=O)c2ccc(Cl)cc2)CC1)Nc1ccccc1F
 : 5, ., -16
Cc1ccc(C(=O)Nn2c(O)c(C=C3N=c4ccccc4=N3)sc2=S)cc1
 : 14, i, -28

Order of results – OX1R antag-1, CHT allo act, OX1R antag-2
CCc1cc(Cn2nc(-c3ccccc3C)cc2C(=O)O)on1
 : -2, ., 3
COc1cc(OC)c(NC(=O)CN(C)S(=O)(=O)c2ccc3[nH]c(=O)oc3c2)cc1Cl
 : 6, i, -3
COc1ccc(NS(=O)(=O)c2ccc(N3CCCC3)c(NC(=S)Nc3cccc(C)c3C)c2)cc1
 : 13, i, -9
CCOC(=O)Cc1csc(NC(=O)C(CC(C)C)NC(=O)C2CCCCC2)n1 (stereo unspecified)
 : 33, i, -30
COc1ccccc1NC(=O)c1cccs1
 : 16, i, -10
Cc1cc2ccccc2n1CCNC(=O)C1CC1
 : 15, i, -29
O=S(=O)(NCc1ccccc1Cl)c1cnc[nH]1
 : 20, i, -6
CCOc1cc(C(c2c(C)[nH][nH]c2=O)c2c(C)[nH][nH]c2=O)ccc1OCc1ccc([N+](=O)[O-])cc1
 : 8, i, 0
COc1ccccc1N(CCC#N)C(=O)CSc1nnc2ccccn12
 : 4, ., 13
O=C(c1cc(-c2cccs2)on1)N1CCOCC1
 : 11, i, -24
Cc1cc(C(F)(F)F)c2c(=O)[nH]c(=O)n(Cc3ccccc3)c2n1
 : 29, i, -27
CCOC(=O)Nc1nnc(-c2ccc(OC)c(OC)c2)s1
 : 4, i, 11
CC(C)(C)c1ccc(C(=O)NC(=S)Nn2cnnc2)cc1
 : 30, i, -2
O=C(O)C(Cc1ccccc1)n1cccc1 (stereo unspecified)
 : 16, i, -8
O=C(NC1CCCCC1)C1CCN(S(=O)(=O)c2cccc3nsnc23)CC1
 : 15, i, 1

Order of results – OX1R antag-1, CHT allo act, OX1R antag-2
NC(=O)COc1ccc(=O)n(-c2ccccc2)n1
 : 4, i, -14
Cc1ccccc1C(=O)N1CCCC(CCC(=O)N2CCN(c3ccccn3)CC2)C1 (stereo unspecified)
 : 4, i, -21
CCc1ccc(CNC(=O)C2CCCN(c3nn4c(=O)cc(C)nc4s3)C2)cc1 (stereo unspecified)
 : 2, i, -19
C=CCn1c(=O)c(CCC(=O)Nc2ccc(N3CCOCC3)cc2)nc2cc(C(F)(F)F)ccc21
 : -2, i, -4
COC(=O)C1=C(CN2CCSCC2)NC(=O)NC1c1cc(C)ccc1C (stereo unspecified)
 : 26, i, -14
COC(=O)C1C(=O)C2=C(CC1C)NC(C)=C(C(=O)OCCOc1ccccc1)C2c1ccc(C)o1 (stereo unspecified)
 : 28, i, -22
CCCCN(CCCC)S(=O)(=O)c1ccc2[nH]c(=O)[nH]c2c1
 : 17, i, -5
COc1ccc(C(=O)NCC(=O)N=Nc2c(O)n(C)c3ccccc23)cc1OC
 : 57*, i, -7
COc1cccc(C(=O)N2CCN(C(=O)c3ccc(-c4ccccc4)cc3)CC2)c1OC
 : 2, i, -37
O=C1CCC(c2ccccc2)(C2CCN(Cc3ccccc3)CC2)C(=O)N1 (stereo unspecified)
 : 12, i, -15
CCCCOC(=O)Nc1nc2ccc([N+](=O)[O-])cc2s1
 : 8, i, 3
Cc1cc(C)c(C(=O)CSc2nnc(N)s2)cc1C
 : 7, i, -16
CCc1ccc(/C=C2\SC(=S)N(CCCC(=O)Nc3ccccc3C(=O)O)C2=O)cc1
 : 9, i, -8
O=C(Nc1ccccc1N1CCCC1)c1cc2ccccc2o1
 : 16, i, -36
COC(=O)[C@@]1(Cc2ccc(OC)cc2)[C@H]2c3cc(C(=O)N4CCCC4)n(CCO)c3C[C@H]2CN1C(=O)c1ccccc1
 : 14, i, -22

OX1R antag-1, hit marks shown above
SMILES | OX1R antag-1 | OX1R antag-2
COc1ccc(C(=O)NCC(=O)N=Nc2c(O)n(C)c3ccccc23)cc1OC | 57* | -7

Following part.
Order of results – OX1R antag-1, CHT allo act, OX1R antag-2
COc1ccc(S(=O)(=O)N2CCCCC2)cc1C(=O)N1CCCCCC1
 : 8, i, -15
O=C(NCC(=O)N(c1cccnc1)C(C(=O)NCc1ccco1)c1ccccc1)c1ccco1 (stereo unspecified)
 : 11, i, -34
COc1ccc(-c2cc(=O)oc3c(C)c(OCC(=O)N[C@@H](Cc4ccc(O)cc4)C(=O)O)ccc23)cc1
 : 16, i, 4
CCNS(=O)(=O)c1ccc(NC(=O)Nc2cccc(C(F)(F)F)c2)cc1
 : 15, i, 8
C=CCSC(=C(C#N)C#N)c1cc2c([nH]1)CCCC2
 : 28, i, -12
CCOc1cc(CNC(C)C)c(Cl)cc1OCC(=O)NCCc1ccccc1
 : 8, i, -34
Cc1ccc(C(=O)Oc2ccc(Br)cc2C(=S)N2CCOCC2)cc1
 : 20, i, -50
O=C(OCC(=O)N1CCCCC1)c1cc(S(=O)(=O)N2CCOCC2)c(Cl)cc1Cl
 : 7, ., -13
O=C(C(NS(=O)(=O)c1cccs1)c1ccccc1)N1CCN(c2ccccc2)CC1 (stereo unspecified)
 : 7, i, -23
Cc1ccc(N(CC(=O)N2CCOCC2)S(C)(=O)=O)cc1
 : 8, i, 14
Cc1ccc2nc(C)cc(C(=O)NC3CCCCCC3)c2c1
 : 10, ., -31
COC(=O)[C@]1(Cc2ccccc2)N[C@H](c2ccc(-c3cc(C(C)=O)cs3)cc2)[C@@H]2C(=O)N(C)C(=O)[C@@H]21
 : 16, i, -16
O=C(NCCCN1CCCC1=O)c1cccc(NS(=O)(=O)c2ccccc2)c1
 : 11, i, 4
COc1ccc(S(=O)(=O)Cc2ccc(C(=O)NCc3cccs3)o2)cc1
 : 9, i, -20
CCOCCCNC(=O)C(NC(=O)CNC(=O)c1ccccc1)c1ccccc1 (stereo unspecified)
 : 2, i, -24

Order of results – OX1R antag-1, CHT allo act, OX1R antag-2
O=C(Cn1cnc2ccccc2c1=O)N1CCc2ccccc2C1
 : 17, i, -24
CCC1(C)Cc2ccccc2C(=S)N1 (stereo unspecified)
 : 7, i, -8
Cc1ccc(S(=O)(=O)N2CCC(=O)N(C(COCc3cccc(C(F)(F)F)c3)C(C)C)CC2)cc1 (stereo unspecified)
 : 18, i, -46
Cc1ccc(CN2C(=O)C(C)Oc3ccccc32)cc1 (stereo unspecified)
 : 8, i, -19
Cc1nc(SCCOc2ccc(F)cc2)c2ccccc2n1
 : 23, i, -21
Cc1nc2c(C)cccc2c2c1COC2
 : 3, i, -15
CCC(=O)c1cn(CC(=O)NCC2CCCO2)c2ccccc12 (stereo unspecified)
 : 2, i, -15
CC(=O)Nc1ccc(S(=O)(=O)NCC(=O)NCCCc2ccccc2)cc1
 : 9, i, -10
CCOc1ccccc1NC(=O)C1CCN(S(=O)(=O)c2c(C)nn(C)c2C)CC1
 : 2, i, -16
COc1ccc2nc(SCCC(=O)O)cc(C)c2c1
 : 7, i, 7
CCOc1ccccc1NC(=O)CCS(=O)(=O)c1ccc2c(c1)CC(C)N2C(C)=O (stereo unspecified)
 : 7, i, -21
O=C(CCc1ccccc1)NNC(=O)c1ccccc1C(=O)O
 : 18, i, -10
N/C(Cc1ccccc1Sc1ccccc1)=N\O
 : 4, i, -9
CCCCOc1ccc(-c2nnn(CCC(=O)N3CCOCC3)n2)cc1
 : 11, i, 1
CC(C)C(C)NC(=O)COc1ncnc2sccc12 (stereo unspecified)
 : 3, i, -5

Order of results – OX1R antag-1, CHT allo act, OX1R antag-2
CN(CC(=O)NC(=O)NC(C)(C)C)CC(=O)Nc1ccccc1Cl
 : 14, i, -17
CCCCn1c(=N)n(CC(=O)C(C)(C)C)c2ccccc21
 : 23, i, -37
Clc1ccc(-c2noc3c2-c2nc(Cc4cccc5ccccc45)sc2CC3)cc1
 : 21, i, -3
CN1CCN(C(=O)c2cc(S(=O)(=O)Nc3ccccc3F)c(Cl)cc2Cl)CC1
 : 13, i, -24
COc1ccc(/C=C/C(=O)Nc2ccccc2C(F)(F)F)cc1
 : 2, i, -13
Cc1ccc2cc(C#N)c(SCC(=O)N3CCCc4ccccc43)nc2c1
 : 0, i, -17
O=C(c1cc(COc2ccc(F)cc2Cl)on1)N(CCO)Cc1cccs1
 : 10, i, -9
CCOc1ccc(NC(=O)CN2C(=O)COc3ccc(S(=O)(=O)N4CCCC4)cc32)cc1
 : 18, i, -13
COc1ccc(CN(CC(O)COc2cccc3[nH]cc(C)c23)C(C)(C)C)cc1 (stereo unspecified)
 : 0, i, -23
CCN(CC)CCn1c(NCc2ccc3c(c2)OCO3)nc2ccccc21
 : 41, i, -27
CCC(=O)N1CCc2cc(S(=O)(=O)NCCC(=O)NCc3ccccc3OC)ccc21
 : 9, i, -21
C=CCN(CC=C)C(=O)CN1C(=O)NC(Cc2c[nH]c3ccccc23)C1=O (stereo unspecified)
 : 9, i, -14
COc1cc(CNC2CCCC2)cc(Cl)c1OCc1ccccc1F
 : 15, i, 6
COc1ccc(C(=O)NCC(=O)OCC(=O)Nc2cccc(S(=O)(=O)N3CCCC3)c2)cc1
 : 8, i, -27
COC(=O)c1ccccc1NC(=O)COc1ccc(S(=O)(=O)N2CCCC2)cc1C
 : -9, i, -21

Brought forward from above: 2 compounds; new compounds follow.
Order of results – OX1R antag-1, CHT allo act, OX1R antag-2
COc1ccc(C(=O)NCC(=O)OCC(=O)Nc2cccc(S(=O)(=O)N3CCCC3)c2)cc1
 : 8, i, -27
COC(=O)c1ccccc1NC(=O)COc1ccc(S(=O)(=O)N2CCCC2)cc1C
 : -9, i, -21
Cn1nc(SCC(=O)O)sc1=S
 : 6, i, -13
Cc1ccc(Oc2nc3ccccn3c(=O)c2/C=C(\C#N)C(=O)NC2CCS(=O)(=O)C2)c(C)c1 (stereo unspecified)
 : 7, i, -10
O=C(NNS(=O)(=O)c1ccc(Cl)cc1Cl)c1cc2ncc(C(F)(F)F)cc2s1
 : 14, i, -5
Oc1cccc(Nc2nc(-c3ccccc3)nc3ccccc23)c1
 : 14, i, 0
CC(C)Oc1ccc(Cc2n[nH]c(=S)n2Cc2ccccc2)cc1Cl
 : 9, i, -26
C=CCNC(=S)NC(=O)c1ccc(C)c(Br)c1
 : 21, i, -19
CCc1ccccc1N(C1=NCCCS1)S(=O)(=O)c1ccc(C(C)(C)C)cc1
 : 51*, i, 0
O=C(C1CCC(=O)N(C2CC2)C1)N1CCC(Oc2ccccc2F)CC1 (stereo unspecified)
 : 2, i, 10
O=C(Cn1cnc2ccccc21)OCC(=O)N1CCCc2ccccc21
 : 12, i, -26
CCc1ccc(NC(=O)NCc2ccc3c(c2)OCO3)cc1
 : 8, i, -17
Cc1cc(C)cc(C(=O)NCC(=O)OCC(=O)N(C)C2CCS(=O)(=O)C2)c1 (stereo unspecified)
 : 4, i, -4
CCOC(=O)N1CCN(C(=O)C(C)c2ccc([N+](=O)[O-])cc2)CC1 (stereo unspecified)
 : 12, i, -10
COc1cccc(NC(=O)CSc2nnc3cc(C)nc(N)n23)c1
 : 8, i, 0
C#CCOCCOCCOCCNc1nc(N2CCN(C(=O)[C@H](CCC(=O)O)n3cc([C@@H](N)CCCCN)nn3)CC2)nc(N2CCN(C(=O)[C@H](CCCCN)n3cc([C@@H](N)CC(N)=O)nn3)CC2)n1
 : 5, ., -13
Cc1ccc(NC(=O)C(c2ccccc2)N2CCN(CC(=O)N3CCOCC3)CC2)cc1Cl (stereo unspecified)
 : 3, ., 2

Order of results – OX1R antag-1, CHT allo act, OX1R antag-2
COc1ccc(N(CC(=O)Nc2cccc(N(C)S(C)(=O)=O)c2)S(C)(=O)=O)cc1OC
 : 3, i, -10
COC(=O)c1ccc(C(=O)OC)nc1
 : 24, i, -28
Cc1ccc(NC(=O)CCc2ccc(S(=O)(=O)NC3CCCCC3)cc2)cc1
 : 22, i, 4
CC1(C)O[C@@H]2[C@H](O1)[C@@H](CO)O[C@H]2n1cnc2c(N)ncnc21
 : 3, ., -2
Cc1ccc(-c2nnc(-c3cccs3)o2)cc1
 : 46, i, -1
O=C(c1cc([N+](=O)[O-])ccc1Cl)N1CCN(c2ccccn2)CC1
 : 18, i, 4
O=C(CS(=O)(=O)c1cn(Cc2ccc(Cl)cc2)c2ccccc12)N1CCCCC1
 : 15, i, -41
C[C@H](CO)N1C[C@H](C)[C@@H](CN(C)C(=O)Nc2ccc3c(c2)OCO3)Oc2c(NC(=O)c3ccncc3)cccc2C1=O
 : 11, ., -5

Rows are unselected; any-hit rate near 2.5%.
